Nrf2 inh: Nrf2 pathway inhibition. A549 ARE-Fluc reporter, luciferase luminescence, 18-24 h. Potency, µM (highest dose often 46 µM), inactives show at the top dose activity change, negative = inhibition, hits mostly inhibitors. 2.1% of 360,000 active. AID 504444; note: potency is the fitted concentration of half-maximal effect; % is set by controls: 0 for no effect and ±100 for the full control effect; nearly all actives have a fitted effect of over 60% in size
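Quantitative HTS in A549 cells stably bearing an antioxidant response element-firefly luciferase construct. Inhibition of Nrf2-driven transcription was scored by luminescence after 18-24 h of compound exposure at 37 °C.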
A549 tox: counter-screen for Nrf2 inhibitors: cytotoxicity in A549 cells | A549 ARE-Fluc cells, CellTiter-Fluor viability, 18-24 h | 0.16% of 390,000 active | Potency, µM (highest dose often 46 µM), inactives show at the top dose activity change, negative = cytotoxicity, hits mostly inhibitors; note: potency is the fitted concentration of half-maximal effect; % is set by controls: 0 for no effect and ±100 for the full control effect
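Cytotoxicity counterscreen: CellTiter-Fluor fluorescence was measured in A549 ARE_Fluc cells after 18-24 h of compound exposure in a concentration series. The subsequent BugLite luminescent read reports ARE-luciferase activity.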
MmCpn inh: blocks the Methanococcus maripaludis chaperonin Mm-Cpn | purified Mm-Cpn ATPase, ADP Transcreener TR-FRET | Potency, µM (top dose mostly 76.9 µM), without a hit: at the top dose activity, negative = inhibition, hits mostly inhibitors | 0.031% of 330,000 active; note: potency is the fitted concentration of half-maximal effect; % is set by controls: 0 for no effect and ±100 for the full control effect; nearly all actives have a fitted effect of over 80% in size
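Measured: ADP formation by purified Mm-CPN. Conditions: 25 nM protein, 10 uM ATP, Tris pH 7.4 with Mg2+, K+ and DTT, 37°C for 30 min. Detection: Transcreener HTRF after 30 min at room temperature.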
CCT modulator: changes cytosolic chaperonin activity. AID 651819. purified chaperonin ATPase assay, HTRF ADP detection, 30 min. 0.3% of 360,000 active. activity change, % (no concentration beside the values), hits read low; in the data active = activity change below about -30%; note: % is set by controls: 0 for no effect and ±100 for the full control effect
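TRiC at 40 or 20 nM final (batch-dependent) in 30 mM Tris pH 7.4, 100 mM KCl, 5 mM MgCl2, 1 mM DTT, with compound at single 76 uM and 10 uM ATP, 30 min at 37 deg C. ADP detected by HTRF Transcreener, 665/615 ratio.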
Nrf2 activator: activators of Nrf2 (ARE) signaling; 0.31% of 410,000 active; AID 624171; Potency, µM (highest dose often 46.1 µM), inactives show top-dose activation, actives largely listed as activators; AREc32 ARE-luciferase reporter (MCF7-derived line), luminescence, 24 h; note: potency is the fitted concentration of half-maximal effect; % of control where 0% means no effect; nearly all actives have a fitted effect of over 65% in size
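Cells of the AREc32 ARE-luciferase line are plated in OPTI-MEM containing 5% FBS and left overnight at 37 deg C. Compounds are pinned in, incubation continues 24 hr, and firefly luciferase signal is then measured.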
Akt phos inh: inhibitors of Akt phosphorylation. Neuro2A IGF-stimulated pAkt S473 HTRF, 20 min; active compounds read low. activity change, % for hits at 50 µM. 0.32% of 360,000 active. AID 651550; in the data active = activity change below about -80%; inconclusive = mostly about -51% to -80%; note: % is set by controls: 0 for no effect and ±100 for the full control effect
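Neuro2A cells (4,500/well, DMEM with 0.5% FBS) were treated with compound at a single 50 µM final concentration, stimulated with 6 nM IGF for 20 min at 37 °C, and lysed. Phospho-Akt Ser473 was read by HTRF as 665/615 ratio ×10^4.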
TGFb inhibitor: TGF-b pathway inhibition; HepG2 CAGA-GFP TGF-b/SMAD3 reporter, GFP fluorescence, 18 h; TGF-beta stimulated, 500 pg/mL final; Potency, µM (series often up to 46.1 µM), for the others: top-dose activity, negative = inhibition, hits mostly inhibitors; 1.2% of 410,000 active; note: potency is the fitted concentration of half-maximal effect; % is set by controls: 0 for no effect and ±100 for the full control effect; nearly all actives have a fitted effect of over 65% in size
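Read-out: total well GFP (ex488/em500-530) summed from mean per-cell fluorescence. Cells: HEPG2 CAGA-GFP, 1% FBS DMEM, 18 h at 37 degrees C with 500 pg/mL final TGF-beta. Unstimulated wells served as the full-inhibition control; stimulated DMSO wells = 0%.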
HepG2 tox: kills HepG2 cells in TGF-b inhibitor counter-screen; HepG2 CAGA-GFP viability, ATP luminescence, 18 h; Potency, µM (top dose mostly 46.1 µM), for the others: top-dose activity change, negative = cytotoxicity, usual class: cytotoxic; 0.76% of 410,000 active; AID 588856; note: potency is the fitted concentration of half-maximal effect; some results filed as inactive show a strong effect at the top dose
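CellTiter-Glo luminescence gave cytotoxicity after 18 hours at 37 degrees C. The cells were HepG2 CAGA-GFP in 1% FBS DMEM, stimulated with 500 pg/mL TGF-beta after compound addition. %Activity was normalised to no-cell wells (complete cell-killing) and DMSO (no toxicity), and curves were fitted and classified.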
ATXN viability: viability counter-screen for ATXN expression inhibitors; S2 cells (HEK-293 line with an ATXN2-luciferase reporter) viability, CellTiter-Fluor protease fluorescence, 24 h; Potency, µM (doses to about 56.7 µM), actives largely listed as cytotoxic; 0.49% of 400,000 active; AID 651635; note: potency is the fitted concentration of half-maximal effect; nearly all actives have a fitted effect of over 40% in size
* hit, by the source's call; i = inactive; ? = inconclusive; . = not tested or not shown; & = joins results of further samples; [ ] = dose if it differs, or a comment. Unless noted, calls come from the whole dose curve; as a rule, active = well fitted curve in the direction sought with a large enough effect; inconclusive = small, poorly fitted or top-dose-only effect, or another doubt; inactive = no such curve, though single readings can be large; an effect the other way counts as inactive or inconclusive.

Compound	A549 tox	Nrf2 inh	TGFb inhibitor	CCT modulator	HepG2 tox	Akt phos inh	Nrf2 activator	ATXN viability	MmCpn inh
CCC1([N+](=O)[O-])COC(c2ccc(Cl)cc2)OC1 (stereo unspecified)	8.0%	14.8%	-6.7%	-0.8	12.2%	i	0.2%	i	.
Cc1ccc(Sc2cc(C(=O)c3ccccc3C(=O)O)ccc2[N+](=O)[O-])cc1	-11.5%	-27.4%	0.0%	-0.3	-13.1%	i	-0.5%	i	1.7%
Cc1ccc(C)c(CN2C(=O)C(O)(c3c[nH]c4ccccc34)c3ccccc32)c1 (stereo unspecified)	?	?	?	.	-102.8%	.	-1.4%	i	.
O=C(NCCc1nnc2ccc(SCC(=O)N3CCCC3)nn12)c1ccccc1	-1.6%	9.2%	-0.5%	-3.2	1.4%	i	0.0%	i	2.1%
O=c1cc(COc2ncnc3c(Cl)cc(Cl)cc23)nc2sccn12	0.0%	?	-0.7%	0.6	-7.4%	i	-0.7%	i	-9.9%
O=C1Nc2cc(C(=O)NCCN3CCCCCC3)ccc2S/C1=C\c1ccccc1	-1.6%	13.4%	?	-0.4	14.1µM*	i	-4.9%	?	0.5%
COc1cc(OC)cc(-c2cc3ccc(F)cc3cn2)c1	11.6%	?	-9.7%	-0.8	-42.6%	i	?	i	-4.3%
Cc1ccc(O)c(NC(=O)C2=CC(c3cccs3)=NS(=O)(=O)N2C)c1	-5.0%&3.3%	18.8%&0.9%	-9.8%&-49.0%	-1.9	-12.8%&-20.1%	i	6.7%&10.7%	i	1.3%
O=C(NCCc1cccs1)C1CC(c2c(Cl)cccc2Cl)=NO1 (stereo unspecified)	-3.7%	17.8%	?	1.1	-19.1%	i	5.1%	i	-2.7%
CN(CC(=O)Nc1ccc(F)cc1)C(=O)Cc1ccsc1	-1.2%	-7.3%	0.9%	-0.8	-10.0%	i	0.3%	i	-0.4%
COc1ccccc1C(=O)NC(=O)COC(=O)Cn1[nH]c(=O)c2ccccc2c1=O	-1.6%	-7.0%	6.8%	0.1	5.5%	i	0.1%	i	-2.5%
COCC(=O)NNC(=O)c1ccc(OC)cc1	-7.4%	-2.6%	5.7%	-0.4	12.8%	i	-0.6%	i	?

Some of these compounds in order of SMILES length, high to low.
Compound	A549 tox	Nrf2 inh	TGFb inhibitor	CCT modulator	HepG2 tox	Akt phos inh	Nrf2 activator	ATXN viability	MmCpn inh
Cc1ccc(C)c(CN2C(=O)C(O)(c3c[nH]c4ccccc34)c3ccccc32)c1 (stereo unspecified)	?	?	?	.	-102.8%	.	-1.4%	i	.
O=C(NCCc1nnc2ccc(SCC(=O)N3CCCC3)nn12)c1ccccc1	-1.6%	9.2%	-0.5%	-3.2	1.4%	i	0.0%	i	2.1%
CCC1([N+](=O)[O-])COC(c2ccc(Cl)cc2)OC1 (stereo unspecified)	8.0%	14.8%	-6.7%	-0.8	12.2%	i	0.2%	i	.

Later entries:
Compound	A549 tox	Nrf2 inh	TGFb inhibitor	CCT modulator	HepG2 tox	Akt phos inh	Nrf2 activator	ATXN viability	MmCpn inh
CN1CCN(c2ccc([N+](=O)[O-])cc2NC(=O)c2ccccc2Cl)CC1	4.3%	-30.1%	-8.5%	1.0	-16.6%	i	2.7%	i	-0.1%
O=C(C1CCC(Cn2c(=O)c3sccc3n(Cc3cccc(F)c3)c2=O)CC1)N1CCOCC1 (stereo unspecified)	14.3%	-4.2%	-20.9%	.	-23.1%	.	3.9%	i	.
O=C(NCc1ccccn1)Nc1cccc(NC(=O)NCc2ccccn2)c1	16.6%	?	11.3%	-2.2	-5.1%	i	1.9%	i	-3.8%
CC(NC(=O)C1CCC(=O)N1Cc1ccc(F)cc1)c1ccc2c(c1)OCCO2 (stereo unspecified)	-12.8%	-2.7%	-8.5%	-0.4	-12.5%	i	-0.6%	i	1.7%
Cc1cccc2nc(CSc3nnc4ccccn34)cn12	.	?	7.3%	-1.0	1.6%	i	2.9%	i	.
COc1nc(OC)nc(N2CCC(C(=O)NCc3ccco3)CC2)n1	-6.0%	10.0%	3.3%	-1.3	-4.8%	i	0.1%	i	-1.3%
COC(=O)c1cc(OC)c(OC)cc1NC(=S)N1CCCC1	5.7%	6.5%	3.6%	0.7	-26.0%	i	-0.1%	i	-9.9%
C1=CCN(c2nc(N3CCOCC3)nc(N3CCCc4ccccc43)n2)CC1	.	.	3.0%	1.1	-5.3%	i	2.4%	i	.
O=C(O)CCc1nc(-c2ccccc2Cl)no1	0.9%	-0.9%	3.2%	0.6	-8.5%	.	0.0%	i	0.2%
OC[C@@H]1CN(Cc2ccc(Cl)cc2)C[C@H](n2cnc3c(NC4CCC4)ncnc32)O1	.	.	5.1%	1.9	-9.5%	i	2.9%	i	.
Nc1cc(=O)[nH]c(SCC(=O)Nc2cc([N+](=O)[O-])ccc2Cl)n1	-1.0%	-24.2%	6.1%	-1.2	10.1%	i	0.6%	i	1.1%
O=C1CCCc2ccccc2N1	8.0%	14.7%	0.0%	0.0	4.3%	i	-0.2%	i	-0.2%
O=C(/C=C/c1cccc([N+](=O)[O-])c1)N1CC[C@@]2(O)CCCC[C@H]2C1	1.4%	-6.0%	-3.6%	-0.2	-51.9%	i	3.1%	i	1.3%
CC1COc2ccccc2N1C(=O)c1ccc(F)cc1 (stereo unspecified)	0.6%	-8.7%	-9.2%	0.6	-0.8%	i	0.0%	i	0.7%
O=C(/C=C/c1ccc([N+](=O)[O-])cc1)OCc1cnc(-c2ccccc2)o1	-11.1%	2.4%	8.9%	1.8	-2.1%	i	0.3%	i	1.7%
CCCC1(C(=O)OC)NC(c2ccc(OC)c(OC)c2)C2C(=O)N(c3ccc4c(c3)OCO4)C(=O)C21 (stereo unspecified)	?	5.0%	-16.0%	-1.3	-9.4%	i	0.0%	i	2.2%
Cc1ccc(Cl)cc1N1CCN(C(=O)Cn2ncc3c4ccccc4n(C)c3c2=O)CC1	1.6%	0.0%	23.7%	.	13.2%	.	0.5%	i	.
COc1cccc(CNC(=O)c2ccccc2-c2ccccc2C(=O)O)c1	15.3%	11.8%	4.1%	-0.9	-27.2%	i	-0.5%	i	0.2%
O=C(COC(=O)CCSc1ccccc1)NCc1ccccc1Cl	-2.6%	14.2%	5.3%	-29.0	0.5%	i	2.1%	i	1.3%
Cc1cccc(NC2CCCCC2NS(=O)(=O)c2ccccc2)c1 (stereo unspecified)	0.4%	-12.3%	-6.4%	-3.7	-13.9%	i	-0.1%	i	-0.2%
CN(CCc1ccccc1)C(=O)c1ccc(NC(=O)Cc2cccc(NC(=O)C3CCN(C(=O)CCc4ccccc4)CC3)c2)cc1	3.9%	-28.5%	?	-0.3	-7.2%	i	4.1%	i	.
O=C(CSc1nc2ccccc2c(=O)n1-c1ccc(F)cc1)Nc1ccc(Cl)c(S(=O)(=O)N2CCOCC2)c1	-8.7%	-25.2%	?	-0.6	-4.4%	i	2.5%	?	-18.3%
CCc1cc(C(=O)OC)c(NC(=O)CC2Nc3cc(C)c(C)cc3NC2=O)s1 (stereo unspecified)	-6.4%	3.2%	32.0%[activator]	2.6	3.7%	i	-0.2%	i	0.3%
COCCNC(=O)Cn1ccc2cc(S(=O)(=O)N3CCCCCC3)ccc21	0.6%&8.4%	?	-14.5%&-29.5%	-0.8	-14.1%&0.1%	i	0.0%&2.6%	?	2.8%
COc1ccc2c(C)cc(SCC(=O)Nc3c(C)n(C)n(-c4ccccc4)c3=O)nc2c1	-5.3%	-0.3%	-27.2%	-5.5	-1.9%	i	2.7%	i	-2.3%
CCN(CC)CCCNC(=O)c1c(O)c2cc(F)cc3c2n(c1=O)C(C)CC3 (stereo unspecified)	?	?	30.3%[activator]	1.0	-34.1%	i	-4.8%	?	-0.9%
CN(C(=O)COC(=O)COc1ccccc1F)C1CCS(=O)(=O)C1 (stereo unspecified)	1.9%	2.9%	-4.8%	0.7	-20.6%	i	-0.2%	i	-0.3%
Cc1ccc(S(=O)(=O)NCC(=O)N2CCOCCOCCOCC2)cc1	1.2%	4.5%	-6.3%	-1.5	1.9%	i	-0.4%	i	-0.8%
O=C(O)c1cc(-c2ccc(Cl)c(Cl)c2)n(-c2ccc(F)cc2)n1	-2.1%	12.1%	7.9%	1.8	4.8%	i	5.2%	i	0.8%
O=C(Cn1nnc(-c2ccccc2)n1)OC1CCOC1=O (stereo unspecified)	-5.4%	-17.2%	-0.3%	-1.7	-47.6%	i	-0.2%	i	1.2%
C#CCNC(=O)C1=C[C@@H](c2coc3ccccc3c2=O)[C@H](CCCO)[C@@H](OCC)O1	1.3%	4.1%	?	-0.1	-7.5%	i	1.1%	i	.
O=C(NNC1=NCCCCC1)c1cccc([N+](=O)[O-])c1	10.3%	15.7%	1.0%	2.0	-2.7%	i	-0.6%	i	3.9%

Sorted by the number under Nrf2 activator (descending): 3 from the list above
| Molecule | Nrf2 inh | TGFb inhibitor | CCT modulator | Akt phos inh | Nrf2 activator | MmCpn inh |
| --- | --- | --- | --- | --- | --- | --- |
| O=C(O)c1cc(-c2ccc(Cl)c(Cl)c2)n(-c2ccc(F)cc2)n1 | 12.1% | 7.9% | 1.8 | i | 5.2% | 0.8% |
| C#CCNC(=O)C1=C[C@@H](c2coc3ccccc3c2=O)[C@H](CCCO)[C@@H](OCC)O1 | 4.1% | ? | -0.1 | i | 1.1% | . |
| Cc1ccc(S(=O)(=O)NCC(=O)N2CCOCCOCCOCC2)cc1 | 4.5% | -6.3% | -1.5 | i | -0.4% | -0.8% |

Assay outcomes from PubChem BioAssay.
